HepG2 viability: HepG2 cytotoxicity, counter-screen for TGF-b inhibitors; AID 588856; actives 0.76% (n = 410,000); Potency, µM (titrated, usually from 46.1 µM), inactives show at the top dose activity change, negative = cytotoxicity, actives largely listed as cytotoxic; HepG2 CAGA-GFP viability, ATP luminescence, 18 h; further: potency means the concentration at half of the fitted maximal effect; some results filed as inactive show a strong effect at the top dose
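CellTiter-Glo luminescence gave cytotoxicity after 18 hours at 37 degrees C. The cells were HepG2 CAGA-GFP in 1% FBS DMEM, stimulated with 500 pg/mL TGF-beta after compound addition. %Activity was normalised to no-cell wells (complete cell-killing) and DMSO (no toxicity), and curves were fitted and classified.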
TGFb inhibitor: TGF-b pathway inhibition; HepG2 CAGA-GFP TGF-b/SMAD3 reporter, GFP fluorescence, 18 h; TGF-beta stimulated, 500 pg/mL final; Potency, µM (top dose mostly 46.1 µM), without a hit: at the top dose activity, negative = inhibition, usual class: inhibitors; actives 1.2% (n = 410,000); further: potency means the concentration at half of the fitted maximal effect; on the % scale 0 is the no-effect control and ±100 the full control effect; nearly all actives have a fitted effect of over 65% in size
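Per well, imaged GFP fluorescence of HEPG2 CAGA-GFP cells gives the signal; cells get compound, then TGF-beta (500 pg/mL final), 18 h at 37 degrees C; %Activity versus -TGF-beta and +DMSO controls.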
Nrf2 activator: Nrf2 pathway activation; AREc32 ARE-luciferase reporter (MCF7-derived line), luminescence, 24 h; Potency, µM (highest dose often 46.1 µM), inactives show top-dose activation, usual class: activators; actives 0.31% (n = 410,000); further: potency means the concentration at half of the fitted maximal effect; % of control where 0% means no effect; nearly all actives have a fitted effect of over 65% in size
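For detection, Steady-Glo was added and plates sat 30 min at RT; before that, AREc32_Fluc cells grown overnight in OPTI-MEM/5% FBS had been treated with 23 nL compound for 24 hr at 37 deg C.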
Abeta rescue: A-beta toxicity reversal in yeast | yeast expressing A-beta42, growth rescue, OD600, 48 h; response scale: 0% DMSO, 100% iron-clioquinol control | Potency, µM (top dose mostly 46.1 µM), for inactives: at the top dose growth rescue, actives largely listed as activators | actives 0.063% (n = 410,000) | AID 1347071; further: potency means the concentration at half of the fitted maximal effect; nearly all actives have a fitted effect of over 55% in size
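Growth rescue measured by 600 nm absorbance after 48 h yeast culture at 30 C with compound. Values normalized between DMSO and an equimolar ferric chloride plus clioquinol control.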
CCT chaperon mod: cytosolic chaperonin activity modulation; purified chaperonin ATPase assay, HTRF ADP detection, 30 min; activity change, % (test concentration not listed), hits read low; actives 0.3% (n = 360,000); in the data active means activity change below about -30%; further: on the % scale 0 is the no-effect control and ±100 the full control effect
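ATPase activity: ADP formed was measured by HTRF Transcreener (665/615 nm ratio) after 30 min at 37 deg C with 10 uM ATP. Compounds screened at one 76 uM concentration against 40 or 20 nM TRiC in Tris pH 7.4/KCl/MgCl2/DTT buffer.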
MmCpn inh: M. maripaludis TRiC chaperonin inhibition; purified Mm-Cpn ATPase, ADP Transcreener TR-FRET; Potency, µM (titrated, usually from 76.9 µM), for the others: at the top dose activity, negative = inhibition, actives largely listed as inhibitors; actives 0.031% (n = 330,000); further: potency means the concentration at half of the fitted maximal effect; on the % scale 0 is the no-effect control and ±100 the full control effect; nearly all actives have a fitted effect of over 80% in size
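Purified archaeal chaperonin (25 nM final) was preincubated with compound for 10 min at 37°C, then ATP (10 uM final) was added for 30 min at 37°C in Tris pH 7.4/KCl/MgCl2/DTT buffer. ADP was quantified by HTRF Transcreener TR-FRET.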
A549 tox: A549 cytotoxicity, counter-screen for Nrf2 inhibitors; A549 ARE-Fluc cells, CellTiter-Fluor viability, 18-24 h; Potency, µM (titrated, usually from 46 µM), inactives show at the highest dose activity change, negative = cytotoxicity, actives largely listed as inhibitors; actives 0.16% (n = 390,000); further: potency means the concentration at half of the fitted maximal effect; on the % scale 0 is the no-effect control and ±100 the full control effect
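A549 ARE_Fluc cells in 5% FBS OPTI-MEM were exposed to compounds in concentration-response for 18-24 h at 37 deg C. Viability was read by CellTiter-Fluor fluorescence (Ex 405/Em 525) after 30 min, before the luciferase read.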
Nrf2 block: blocks Nrf2 signaling | actives 2.1% (n = 360,000) | Potency, µM (titrated, usually from 46 µM), for inactives: top-dose activity change, negative = inhibition, most hits filed as inhibitors | A549 ARE-Fluc reporter, luciferase luminescence, 18-24 h | AID 504444; further: potency means the concentration at half of the fitted maximal effect; on the % scale 0 is the no-effect control and ±100 the full control effect; nearly all actives have a fitted effect of over 60% in size
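In this cell-based qHTS, ARE-driven firefly luciferase in A549 cells reports Nrf2 activity; the luminescent signal after BugLite lysis is the measured value, with a prior CellTiter-Fluor read for cell health.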
pAkt inh: inhibitors of Akt phosphorylation. Neuro2A IGF-stimulated pAkt S473 HTRF, 20 min; stronger effect = lower value. activity change, % for hits at 50 µM. actives 0.32% (n = 360,000). AID 651550; in the data active means activity change below about -80%; inconclusive means mostly about -51% to -80%; further: on the % scale 0 is the no-effect control and ±100 the full control effect
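Single-point screen (50 µM final compound) in Neuro2A cells stimulated 20 min with 6 nM IGF at 37 deg C. After lysis, Ser473-phosphorylated Akt read by HTRF (ex 330 nm, em 615/665 nm) as the 665/615 ratio.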
Starred values were filed as active, the others as inactive; i = inactive; ? = inconclusive; . = not tested or not shown; [ ] = remark or other dose. Unless noted, the call rests on the fitted dose curve; in most records, active means well fitted curve in the direction sought with a large enough effect; inconclusive means small, poorly fitted or top-dose-only effect, or another doubt; inactive means no such curve, though single readings can be large; an effect the other way counts as inactive or inconclusive. This is a subset; count on the stated rates, not on these rows.

SMILES | HepG2 viability | TGFb inhibitor | Nrf2 activator | Abeta rescue | CCT chaperon mod | MmCpn inh | A549 tox | Nrf2 block | pAkt inh
CC1(C)CC(N(CCc2ccccc2)Cc2ccccc2)CCO1 (configuration not stated) | -27% | -27% | -0.7% | -14% | -1.5 | -2% | -1% | 1% | i
O=C(COc1ccc2ccc(=O)oc2c1)N1CCC(C(=O)O)(c2ccccc2)CC1 | -7% | -3% | -0.5% | 3% | -0.2 | -1% | 3% | 7% | i
CCOC(=O)c1[nH]ncc1CN1CCCC(C(=O)c2cccc(Cl)c2)C1 (configuration not stated) | 6% | -1% | 2.0% | 16% | -3.4 | 1% | 2% | 13% | i
CN1C(=O)N(C)C(=O)C(CCc2ccncc2)(Cc2ccc3c(c2)OCO3)C1=O | -26% | 14% | -0.6% | 19% | 1.5 | 0% | -7% | 12% | i
CCc1ccc(-c2nc(CN3CCCC(C(=O)NCc4ccc(C)cc4)C3)c(C)o2)cc1 (configuration not stated) | -14% | ? | 3.8% | -4% | . | . | -11% | 14% | .
COc1ccc(CCn2c(O)c(/C=N/NC(=O)c3ccncc3)c(=O)[nH]c2=O)cc1OC | -4% | 0% | -0.6% | -2% | 2.0 | -2% | -12% | -10% | i
COc1ccc(OCC#CCN2CCNCC2)cc1 | -26% | -10% | 2.3% | 28% | 0.7 | -1% | 15% | 5% | i
FC(F)(F)Oc1ccc(C2NCc3ccccc3-n3cccc32)cc1 (configuration not stated) | -29% | ? | 0.2% | 9% | -4.6 | 0% | -7% | ? | i
CC(=O)N1N=C2C3CCN(CC3)C2C1c1ccccc1 (configuration not stated) | -2% | -21% | 0.5% | 4% | -2.3 | 2% | 8% | -17% | i
Cc1nc2c(c(=O)[nH]1)C(c1ccccc1Cl)c1c(c3ccccc3oc1=O)O2 (configuration not stated) | -1% | -2% | 0.3% | 8% | -0.9 | -2% | -9% | 1% | i
C[C@]12CCC3C(CC[C@H]4C[C@@H](O)CC[C@]34C)C1C[C@@H](N)[C@@H]2O (some centres not stated) | -4% | -13% | 1.1% | 2% | -0.5 | 2% | 0% | 24% | i
Fc1ccc(N2CCN(c3ncnc4c3nc3n4CCCCC3)CC2)cc1 | 3% | ? | -0.6% | -5% | . | . | 1% | 8.2µM* | .
O=[N+]([O-])c1ccc(C2[C@H]3C(c4ccccc4)=NC4(CCCC4)N23)cc1 (some centres not stated) | 4% | -7% | -0.8% | -12% | -0.9 | 0% | 12% | ? | i
CC[n+]1c(SC)ccc2cc(OC)ccc21 | 1% | -16% | -0.3% | -8% | -0.4 | -4% | ? | 18µM* | i
CC(NC(=O)Oc1ccccc1)C(c1cccs1)N1CCOCC1 (configuration not stated) | 2% | 9% | -0.3% | 10% | -1.2 | 1% | 4% | 5% | i
CCn1nc(-c2cccs2)nc2c(=O)n(C)c(=O)nc1-2 | 0.35µM* | ? | -3.9% | -95%[inhibitor] | 1.1 | 0% | 1.5µM* | 5.2µM* | i
CN(C)C1C(=O)C(C(N)=O)=C(O)C2(O)C(=O)C3=C(O)c4c(O)cccc4C(C)(O)C3CC12 (configuration not stated) | 3% | 2% | 0.1% | -15% | -1.6 | -1% | -15% | 3% | i
CCCOC(=O)c1ccccc1C(=O)OCCC | 1% | -7% | 0.4% | -4% | -0.3 | 1% | 1% | 6% | i
COc1ccccc1CCNC1C2CC3CC(C2)CC1C3 (configuration not stated) | -51% | 6% | 0.1% | 6% | -2.5 | 1% | 1% | -2% | i
Cc1cc(=O)oc2c(C)c(OCC(=O)N3CCC(C(=O)O)(c4ccccc4)CC3)ccc12 | 11% | -2% | -0.5% | -12% | -0.2 | 2% | 20% | 2% | i
C[C@@H]1CN([C@H](C)CO)C(=O)CCCn2nncc2CO[C@@H]1CN(C)C(=O)Oc1ccc2ccccc2c1 | 0% | 5% | 3.3% | 0% | -3.2 | . | . | . | i
COC(=O)C1=C(c2ccc(F)cc2F)C[C@@H]2CC[C@H]1N2C(=O)NC1CCCCC1 | 6% | 13% | -0.7% | 3% | -3.3 | 0% | -4% | 6% | i
c1cncc(CNC2=NCCC2)c1 | 0% | 1% | 0.4% | 5% | -0.6 | 1% | -3% | 5% | i
Cc1occc1C(=O)Nc1nnc(C(F)(F)F)s1 | -15% | -7% | 2.1% | -21% | 1.0 | -7% | 3%[1.84 µM] | ? | i
COc1ccc(OC)c(N2C(=O)NC(=O)/C(=C/c3ccc([N+](=O)[O-])s3)C2=O)c1 | 9% | ? | 18% | -93%[inhibitor] | 0.9 | -1% | ? | -1% | i

A second format for some results above.
Molecule	HepG2 viability	TGFb inhibitor	Nrf2 activator	Abeta rescue	CCT chaperon mod	MmCpn inh	A549 tox	Nrf2 block	pAkt inh
O=[N+]([O-])c1ccc(C2[C@H]3C(c4ccccc4)=NC4(CCCC4)N23)cc1 (some centres not stated)	4%	-7%	-0.8%	-12%	-0.9	0%	12%	?	i
CC[n+]1c(SC)ccc2cc(OC)ccc21	1%	-16%	-0.3%	-8%	-0.4	-4%	?	18µM*	i

(cont.)
SMILES | HepG2 viability | TGFb inhibitor | Nrf2 activator | Abeta rescue | CCT chaperon mod | MmCpn inh | A549 tox | Nrf2 block | pAkt inh
O=c1[nH]c(O)c(C=Nc2ccc(Cl)c(C(F)(F)F)c2)c(=O)[nH]1 | 3% | -6% | -0.5% | -4% | -0.8 | 1% | 1% | 3% | i
CCOc1ccc(NC(=S)NC2CC3CCC(C2)N3Cc2ccco2)cc1 (configuration not stated) | -19% | -6% | -0.1% | 2% | 0.2 | 2% | 2% | ? | i
COc1ccc(CC(=O)C2C(=O)N(C)c3ccccc32)cc1OC (configuration not stated) | -19% | -27% | 4.6% | -14% | -2.2 | . | ? | ? | i
C=CCC1(CC)C(=O)NC(=S)NC1=O | -11% | ? | -0.8% | -9% | -2.1 | . | -6% | -6% | i
O=c1c2ccccc2nc(/C=C/c2ccc([N+](=O)[O-])o2)n1-c1ccc(O)cc1 | -63% | 2.8µM* | ? | -7% | 1.8 | -8% | ? | ? | i
COc1ccc(OCCn2cc(/C=C(\C#N)C(=O)NCc3ccco3)c3ccccc32)cc1 | -28% | ? | 2.2% | 0% | -0.6 | 1% | -10% | ? | i
CN(C)C(=O)Oc1c(Cl)cc(Cl)c2ccccc12 | -8% | 31%[activator] | 2.3% | 4% | 0.7 | 2% | 19% | . | i
CNc1cc(N2CCN(C)CC2)ccc1[N+](=O)[O-] | 14% | -1% | 3.1% | 8% | 2.0 | 0% | -29% | 3% | i
CC(=O)[C@@]1(O)CC[C@H]2[C@@H]3CC=C4C[C@@H](O)CC[C@]4(C)[C@H]3CC[C@@]21C | -13% | 25% | -0.6% | -9% | -2.2 | -2% | -3% | 3% | i
O=C(Nc1cccc(Cl)c1)OCC#CCN1CCCC1 | -12% | 5% | 5.5% | 8% | -0.5 | . | 2% | 3% | i
Cc1ccc(C)c(NP(=O)(Oc2ccccc2)Oc2ccccc2)c1 | -39% | ? | 0.4% | 13% | -1.3 | 3% | ? | 21µM* | i
CCC(c1nnnn1Cc1ccccc1)N1CCC(n2c(=O)[nH]c3ccccc32)CC1 (configuration not stated) | -15% | ? | -1.5% | -14% | -0.2 | . | . | . | i
O=C(O)Cn1cc(/C=C2\C(=O)NC(=O)N(c3ccc(Br)cc3)C2=O)c2ccccc21 | 22% | 2% | 0.1% | -4% | 0.2 | 0% | -1% | 3% | i
COC(=O)C1=C(c2cccc(C#N)c2)C[C@@H]2CC[C@H]1N2C(=O)N1CCCCC1 | 1% | ? | 3.0% | 6% | -0.3 | 0% | -6% | 6% | i
CC[C@H](C)[C@@H](C(=O)N1CCCC1c1nccs1)N(C)C(=O)[C@H](CC(C)C)N(C)C(=O)[C@H](Cc1ccc(OC)cc1)N(C)C(=O)/C=C(\C)OC (some centres not stated) | -22% | ? | 0.3% | 5% | 0.7 | 1% | -11% | -10% | i
CN(CC(=O)Nc1cccc(F)c1)CC(=O)Nc1cccc(S(=O)(=O)N(C)c2ccccc2)c1 | -11% | ? | 0.9% | 17% | 0.6 | . | -16% | ? | i
O=C1CC(N2CCC(n3c(=O)[nH]c4ccccc43)CC2)C(=O)N1c1ccc(F)cc1 (configuration not stated) | -4% | 11% | 1.7% | -52%[inhibitor] | 1.3 | -28% | -3% | 9% | i
C=CCn1c(O)c(C(=O)CCCCCC)c(=O)[nH]c1=O | -12% | 24% | -0.5% | 6% | -0.8 | -3% | ? | ? | i
Cc1cccc(-n2nc(C)c(C(=O)N3CCN(c4ccccc4)CC3)c2-n2cccc2)c1 | -13% | ? | -0.4% | -7% | . | . | -10% | ? | .
O=C1C(=O)c2ccccc2-c2ccccc21 | 1.3µM* | 1.1µM* | -2.7% | -94%[inhibitor] | -1.3 | -2% | ? | 18µM* | i
O=c1c2ccc(Cl)cc2[nH]c(=S)n1-c1cccnc1 | -89% | 0% | -0.2% | -2% | -5.4 | -1% | -3% | ? | i
Cc1cc(OCc2cc(C(=O)O)oc2C)c2c3c(c(=O)oc2c1)CCCC3 | -31% | -4% | 15% | 12% | 0.9 | -3% | 0% | 13% | i

Among those listed so far, these have a cyano group:
SMILES | HepG2 viability | TGFb inhibitor | Nrf2 activator | Abeta rescue | CCT chaperon mod | MmCpn inh | A549 tox | Nrf2 block | pAkt inh
COc1ccc(OCCn2cc(/C=C(\C#N)C(=O)NCc3ccco3)c3ccccc32)cc1 | -28% | ? | 2.2% | 0% | -0.6 | 1% | -10% | ? | i
COC(=O)C1=C(c2cccc(C#N)c2)C[C@@H]2CC[C@H]1N2C(=O)N1CCCCC1 | 1% | ? | 3.0% | 6% | -0.3 | 0% | -6% | 6% | i
